High-throughput results as filed in PubChem.
PPC-1+TRAIL kill = PPC-1 cancer cell killing with TRAIL present; cell killing (% activity), % at 4 µM; AID 1443; 220,000 tested, 0.41% active; PPC-1 cells + TRAIL, ATPLite viability luminescence;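 active = cell killing above 50% in the first pass at 4 µM, then a duplicate retest at 5 µM averaging 50% or more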;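 also: plate controls were cells with TRAIL plus DMSO for no effect and medium-only wells lacking cells for full effect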
EP2 antag = inhibitors of human EP2 prostaglandin E2 receptor; C6 glioma cells expressing human EP2, cAMP TR-FRET; cells stimulated with saturating PGE2; inhibition, % at 25 µM; 260,000 tested, 0.52% active; AID 1422;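 active = percent inhibition above 40 after rounding to a whole number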;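 also: rat C6 glioma host cells with rolipram phosphodiesterase inhibitor present; the protocol text gives 20 µM as final concentration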
Target sequence (P43116 whole entry, looked up): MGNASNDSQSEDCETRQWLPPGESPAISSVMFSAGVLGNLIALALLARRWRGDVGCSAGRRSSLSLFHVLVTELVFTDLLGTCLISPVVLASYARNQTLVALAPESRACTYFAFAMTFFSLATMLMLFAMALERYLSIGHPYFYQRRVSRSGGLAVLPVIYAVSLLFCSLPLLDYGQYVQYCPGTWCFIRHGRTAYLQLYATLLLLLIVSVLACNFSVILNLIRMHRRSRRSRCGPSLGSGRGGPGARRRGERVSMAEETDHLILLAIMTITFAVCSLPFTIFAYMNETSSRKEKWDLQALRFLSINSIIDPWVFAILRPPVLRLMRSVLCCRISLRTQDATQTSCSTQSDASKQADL
TbHK1 inh = blocks Trypanosoma brucei hexokinase 1 activity | recombinant TbHK1, G6PDH-coupled NADH A340 | inhibition, % at 10 µM | 220,000 tested, 0.11% active;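 active = inhibition of 50% or more in the single-dose primary screen; inactive = inhibition below 50%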
TNF death inh = blocks TNF-alpha induced death of Jurkat FADD-/- cells | Jurkat FADD-/- TNF necroptosis rescue, ATP luminescence, 24 h; 0 = TNF only, 100 = no-TNF cells | activation (protection from cell death), % at 10 µM | 220,000 tested, 0.068% active | AID 463075;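 active = activation, meaning protection from cell death, of at least 50% relative to plate controls; inactive = activation below 50%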;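 also: necroptosis triggered by 40 ng/mL TNF-alpha added together with compound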
Wee1 degr inh = blocks degradation of human Wee1 kinase. P30291. HeLa Luc-Wee1K328M stability, luciferase luminescence; 100% = proteasome inhibitor MG132 effect. reporter increase, % at 5 µM. 220,000 tested, 1.2% active;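 active = activation above the mean of all tested compounds plus 3 SD, set per screening run, cut at about 8.8% in these data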;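 also: cells exposed to compound for 20 h before luminescence read; 0% = DMSO alone and 100% = MG132 at 30 µM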
Target sequence (P30291 whole entry K328M): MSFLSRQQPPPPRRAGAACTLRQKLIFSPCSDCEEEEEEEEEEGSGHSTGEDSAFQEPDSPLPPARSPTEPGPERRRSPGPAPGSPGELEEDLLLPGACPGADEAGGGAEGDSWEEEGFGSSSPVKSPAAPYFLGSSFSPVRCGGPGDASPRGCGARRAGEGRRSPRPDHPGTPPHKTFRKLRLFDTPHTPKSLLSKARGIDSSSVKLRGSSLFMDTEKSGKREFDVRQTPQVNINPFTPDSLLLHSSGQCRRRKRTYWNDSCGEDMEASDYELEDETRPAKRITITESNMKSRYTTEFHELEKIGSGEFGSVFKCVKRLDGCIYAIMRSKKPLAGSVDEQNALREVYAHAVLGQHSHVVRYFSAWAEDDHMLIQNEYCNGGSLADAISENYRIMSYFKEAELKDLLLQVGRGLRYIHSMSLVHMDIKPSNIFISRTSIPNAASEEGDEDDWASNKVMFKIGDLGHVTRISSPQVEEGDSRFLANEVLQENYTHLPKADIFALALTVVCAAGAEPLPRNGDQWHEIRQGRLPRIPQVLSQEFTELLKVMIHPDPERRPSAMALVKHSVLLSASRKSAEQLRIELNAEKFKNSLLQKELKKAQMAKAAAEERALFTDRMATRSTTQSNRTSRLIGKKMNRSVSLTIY
CHOP inh = CHOP inhibition in unfolded protein response; AID 2732; inhibition, % at 10 µM; 220,000 tested, 3.8% active; CHO-K1 CHOP-promoter luciferase, tunicamycin-induced, 15-18 h;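 active = compounds that reduced the stress-induced luciferase reporter signal by more than about 70% of percent inhibition, limit read from the data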;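 also: 0% = tunicamycin plus vehicle and 100% = wells without tunicamycin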
FXIa inh 1536 = blocks human coagulation factor XIa protease activity | P03951 | purified FXIa, Boc-Glu-Ala-Arg-AMC fluorogenic substrate | inhibition, % at 5 µM | 220,000 tested, 0.14% active;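 active = inhibition of at least 40%; inactive = inhibition below 40%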;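 also: fluorescence of freed AMC excited at 355 nm; 0% = enzyme without compound and 100% = no enzyme blank; many of its hits are not listed in these tables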
zVAD death inh = blocks zVAD induced death of L929 cells. L929 zVAD necroptosis rescue, ATP luminescence, 24 h; with zVAD 60 µM. viability rescue, % at 10 µM. 220,000 tested, 0.38% active. AID 1377;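 active = activation, scaled between plate controls, above about 75%, limit read from the data; inactive = activation under that limit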;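 also: 0% = zVAD with DMSO and 100% = DMSO alone without zVAD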
FXIIa inh 1536 = blocks human coagulation factor XIIa protease activity; 220,000 tested, 0.3% active; inhibition, % at 5 µM; P00748; purified FXIIa, Boc-QGR-AMC fluorogenic substrate, 2 h; in the data active = inhibition above about 40%;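 also: 0% = enzyme with no compound and 100% = blank without enzyme; many of its hits are not listed in these tables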
Active calls of the source: *; / = no result given. This is a subset; the hit share may differ from the screen's.

SMILES	PPC-1+TRAIL kill	EP2 antag	TbHK1 inh	TNF death inh	Wee1 degr inh	CHOP inh	FXIa inh 1536	zVAD death inh	FXIIa inh 1536
CCOc1ccc(N2C(=O)c3cccnc3C2Nc2ccc(Cl)cc2)cc1 (stereo not given)	4	7	-13	-1.5	-1	-12	-6	-0.2	8
COC(=O)c1ccc(NN=Nc2ccc(C)cc2)cc1	3	4	3	-0.3	-3	-5	-15	0.5	0
CCCCn1c(SCC(=O)N(C)C)nnc1-c1ccncc1	3	2	2	-0.3	-3	14	-3	2.1	5
CCCC(=O)N1CCN(c2ccc(NC(=O)c3ccc(OCC)c([N+](=O)[O-])c3)cc2)CC1	14	/	-8	-1.3	4	1	0	-0.2	2
CC(=O)N1/C(=C/c2ccc(N(C)C)cc2)C(=O)c2ccccc21	2	17	-10	-6.7	6	-89	2	-2.1	8
CCOC(=O)C1=NNC(C(=O)c2ccccc2)C1c1ccc(C)cc1 (stereo not given)	10	5	2	1.3	1	3	1	-0.1	14
O=C(CN(Cc1ccccc1)S(=O)(=O)c1ccc(S(=O)(=O)N2CCOCC2)cc1)Nc1ccccc1	26	9	-1	0.0	-1	-23	10	0.1	3
C=CC#CC1(O)CC(C)N(C)CC1C (stereo not given)	9	5	8	0.3	2	2	28	-0.1	28
CCn1c(=O)c(C(=O)CN2CCN(Cc3ccc4c(c3)OCO4)CC2)c(N)n(Cc2ccccc2)c1=O	18	3	-2	0.2	-3	37	-4	-1.1	2
Cc1cccc(CN(C(=S)Nc2c(C)cccc2C)c2cccnc2)c1	-27	6	10	1.3	4	10	6	0.4	13
O=C1NC(=S)N/C1=C/c1cccc([N+](=O)[O-])c1	10	6	-1	0.7	-2	6	6	2.6	11
Cc1ccc2[nH]c(=O)c(C(c3nnnn3CC3CCCO3)N3CCCc4ccccc43)cc2c1 (stereo not given)	0	1	-10	-2.1	-1	53	6	-0.4	3
O=C(NCCCN1CCCC1)c1ccc(CS(=O)(=O)c2ccc(Br)cc2)o1	-11	/	-3	-1.2	0	22	-2	0.3	14
COc1ccc([N+](=O)[O-])cc1NC(=O)COC(=O)c1ccccc1C(=O)c1ccccc1	19	7	3	2.7	1	23	12	1.4	18
O=C(Nc1ccc(Cl)cc1)Nc1ccccc1CC[N+](=O)[O-]	19	14	-2	2.6	3	21	-1	5.2	9
CCC(c1ccccc1)c1nnc(NC(=O)c2ccco2)s1 (stereo not given)	9	2	-2	2.1	-2	9	1	0.2	9
CCCCn1c(SCC(=O)Nc2sc3c(c2C(N)=O)CCC3)nnc1-c1ccccc1	/	13	-7	0.2	-1	/	/	-0.2	/
O=C1C2C3C=CC(C4CC34)C2C(=O)N1CCc1ccccc1 (stereo not given)	21	6	8	3.1	0	-11	5	-0.1	15
COC(=O)C(NC(C)=O)(Nc1nc2c(s1)CCCC2)C(F)(F)F (stereo not given)	-13	17	-2	-0.7	2	4	10	0.2	5
NC(=O)C1(N2CCCCC2)CCN(C2CC(=O)N(CCc3ccccc3)C2=O)CC1 (stereo not given)	-11	18	-4	-0.1	0	11	1	0.8	0
O=C(CCCC(=O)N1CCN(c2ccc([N+](=O)[O-])cc2)CC1)c1ccccc1	14	4	24	1.3	-1	20	0	0.1	0
COc1cccc(CN(Cc2cccnc2)S(=O)(=O)c2ccc(-n3cnnn3)c(C)c2)c1	12	6	-1	-5.4	-5	16	6	-0.4	1
COc1ccc(C(=O)N(CC2CCCO2)C(C(=O)NCCC(C)C)c2ccc(C)cc2)cc1OC (stereo not given)	1	5	-11	1.3	4	21	0	-0.7	9
COc1cc(C(=O)O)nc2ccc([N+](=O)[O-])cc12	-7	4	-7	1.0	1	-2	-8	2.1	3
CCn1c(NCc2ccco2)nc2ccccc21	-19	3	10	0.4	-1	8	1	0.2	10
(more compounds)
SMILES	PPC-1+TRAIL kill	EP2 antag	TbHK1 inh	TNF death inh	Wee1 degr inh	CHOP inh	FXIa inh 1536	zVAD death inh	FXIIa inh 1536
Cc1cnc(C)c(N2CCN(Cc3nc(-c4ccccc4)no3)CC2)n1	16	7	-5	-0.8	0	-14	-3	5.6	4
Cc1ccc(-n2nc(C(=O)c3ccccc3)n3c(=O)cc(-c4ccccc4)nc23)cc1	4	25	-8	-1.5	-2	19	4	-0.1	16
COc1ccc(C[C@H]2CN3C(=NC[C@@H]3C(C)C)N2CCNC(=O)CCC2CCCCC2)cc1	-12	/	11	1.6	-2	16	2	-0.9	14
COc1ccc(/C=N/Nc2cc(C)nc(N)n2)cc1	23	5	-47	-1.1	-2	-12	5	0.0	8
Cc1cnc(NC(=O)Cn2cnc3c2c(=O)n(C)c(=O)n3C)s1	19	6	-6	4.4	1	-10	-2	0.0	5
Clc1cccc(/C=N\Nc2nccs2)c1	4	21	-35	1.7	0	55	-4	1.5	9
Cc1ccc(Nc2nc(CSc3nnnn3-c3ccccc3)cc(=O)[nH]2)cc1	12	/	6	-0.4	3	82*	-5	-0.6	-1
CCOc1ccc(NC2=NC(C(=O)NCc3ccccc3)CC(=O)N2)cc1 (stereo not given)	27	12	-5	-0.5	3	39	-7	10	5
Cc1ccc(OCC(=O)Nc2cccc(-c3nnc(-c4ccccc4)o3)c2)c(C)c1	29	11	-23	-3.4	1	14	4	0.2	16
CCN(CC(=O)Nc1ccccc1SC)Cc1nc2ccccc2c(=O)[nH]1	9	7	6	1.3	-3	-5	-1	-1.3	10
CCOC(=O)C1C(=O)CC(C)(O)C(C(=O)OCC)C1c1ccc(N(CC)CC)cc1 (stereo not given)	13	10	1	-0.4	-3	4	-5	0.1	3
Cc1ccccc1C(=O)Nc1cc(-c2cc(C(C)(C)C)oc2C)nn1C	13	10	-19	5.5	-2	8	1	5.7	3
CCC(C)NC(=O)c1cc2cc3ccc(OC)cc3nc2s1 (stereo not given)	33	18	-26	-3.4	9.0*	14	-2	0.6	-9
Cc1nnc(SCC(=O)O)s1	14	8	3	0.3	-4	-18	-2	1.8	10
COc1cccc(-n2nnnc2SCC(=O)NCc2ccco2)c1	-6	10	7	-1.1	1	-17	1	0.1	3
c1cc(C2CCN(Cc3nc(-c4ccc5c(c4)OCO5)no3)CC2)ccn1	-2	6	3	0.5	1	11	-2	1.3	7
COc1cccc(N(CC(=O)N2CCN(c3ccccc3OC)CC2)S(C)(=O)=O)c1	-6	4	-10	-0.1	-1	28	-11	-0.6	16
NC(=S)n1[nH]c(-c2ccc([N+](=O)[O-])cc2)c(N=Nc2ccccc2[N+](=O)[O-])c1=O	13	4	-29	-1.9	-3	85*	0	5.2	7
O=C(Oc1c(Cl)cc(Cl)c2cccnc12)c1cccs1	24	2	1	-3.4	-1	62	-2	-1.3	2
O=C(CSc1nnc(-c2ccc(OC(F)F)cc2)o1)NCc1cccs1	21	8	2	0.3	1	38	0	0.2	13
Cc1ccc(N2C(=O)Nc3ccc(Br)cc3C2(O)C(=O)NCCCN(C)C)cc1C (stereo not given)	0	2	3	2.0	0	53	-13	2.2	7
COc1ccc2c(c1)C(NC(C)=O)C(=O)N2CCc1ccccc1 (stereo not given)	4	2	2	1.3	-3	7	3	0.9	7
CC(C)c1ccc(C(=O)CSc2n[nH]c(-c3ccncc3)n2)cc1	-4	9	20	1.4	2	38	-4	2.5	7
Cc1cc(C(=O)Cn2nc(C(=O)O)c3ccccc3c2=O)c(C)n1CC(F)(F)F	-3	4	2	-3.7	-2	16	-2	75	3
OCCN(CCO)Cc1csc2ccccc12	8	7	26	1.0	-1	6	1	0.1	2

An excerpt from above in order of length of the SMILES, lowest first:
SMILES	PPC-1+TRAIL kill	EP2 antag	TbHK1 inh	TNF death inh	Wee1 degr inh	CHOP inh	FXIa inh 1536	zVAD death inh	FXIIa inh 1536
COc1ccc(/C=N/Nc2cc(C)nc(N)n2)cc1	23	5	-47	-1.1	-2	-12	5	0.0	8
Cc1cnc(C)c(N2CCN(Cc3nc(-c4ccccc4)no3)CC2)n1	16	7	-5	-0.8	0	-14	-3	5.6	4
COc1cccc(N(CC(=O)N2CCN(c3ccccc3OC)CC2)S(C)(=O)=O)c1	-6	4	-10	-0.1	-1	28	-11	-0.6	16

Other structures follow:
SMILES	PPC-1+TRAIL kill	EP2 antag	TbHK1 inh	TNF death inh	Wee1 degr inh	CHOP inh	FXIa inh 1536	zVAD death inh	FXIIa inh 1536
O=S(=O)(c1ccc(NC(=S)N/N=C/c2cccc(Oc3ccccc3)c2)cc1)N1CCOCC1	14	11	-7	-1.9	0	9	7	-1.1	-1
N#CCCN1CCN(C(=S)c2ccc(-c3cccc(Cl)c3)o2)CC1	19	7	-36	-2.6	4	26	-2	-0.6	10
O=C(c1ccccc1)N1CCN(CC(O)Cn2ccc3ccccc32)CC1 (stereo not given)	-26	6	-2	2.1	0	44	3	0.7	12
COc1cccc(/C=C2/SC(=O)N(CC(=O)N3CCc4ccccc4C3)C2=O)c1OCC(=O)O	2	10	-44	-0.3	-2	39	-4	0.2	2
COc1ccc(C)cc1S(=O)(=O)n1ccnc1C	-5	7	5	-0.8	0	3	12	-1.1	25
CC1CCN(S(=O)(=O)c2ccc3ncn(CC(=O)N(C)C4CCCCC4)c(=O)c3c2)CC1	6	3	-12	3.9	0	10	2	0.7	12
COC(=O)CC1COc2ccccc2N1C(=O)c1ccc(C(C)(C)C)cc1 (stereo not given)	8	10	-5	-2.5	1	68	5	-0.3	0
Cc1ccc(C(=O)CCC(=O)Nc2ccc(Cl)c(S(=O)(=O)Nc3cccc(Cl)c3)c2)cc1	-7	12	2	-0.3	4	55	3	0.0	4
CCOC(=O)C1=C(N)N(c2ccccc2)C(=O)C1	-2	10	-9	1.3	0	-6	4	-0.5	13

Structures listed so far that have an aryl methoxy group, in the order listed:
SMILES	PPC-1+TRAIL kill	EP2 antag	TbHK1 inh	TNF death inh	Wee1 degr inh	CHOP inh	FXIa inh 1536	zVAD death inh	FXIIa inh 1536
COc1ccc([N+](=O)[O-])cc1NC(=O)COC(=O)c1ccccc1C(=O)c1ccccc1	19	7	3	2.7	1	23	12	1.4	18
COc1cccc(CN(Cc2cccnc2)S(=O)(=O)c2ccc(-n3cnnn3)c(C)c2)c1	12	6	-1	-5.4	-5	16	6	-0.4	1
COc1ccc(C(=O)N(CC2CCCO2)C(C(=O)NCCC(C)C)c2ccc(C)cc2)cc1OC (stereo not given)	1	5	-11	1.3	4	21	0	-0.7	9
COc1cc(C(=O)O)nc2ccc([N+](=O)[O-])cc12	-7	4	-7	1.0	1	-2	-8	2.1	3
COc1ccc(C[C@H]2CN3C(=NC[C@@H]3C(C)C)N2CCNC(=O)CCC2CCCCC2)cc1	-12	/	11	1.6	-2	16	2	-0.9	14
COc1ccc(/C=N/Nc2cc(C)nc(N)n2)cc1	23	5	-47	-1.1	-2	-12	5	0.0	8
CCC(C)NC(=O)c1cc2cc3ccc(OC)cc3nc2s1 (stereo not given)	33	18	-26	-3.4	9.0*	14	-2	0.6	-9
COc1cccc(-n2nnnc2SCC(=O)NCc2ccco2)c1	-6	10	7	-1.1	1	-17	1	0.1	3
COc1cccc(N(CC(=O)N2CCN(c3ccccc3OC)CC2)S(C)(=O)=O)c1	-6	4	-10	-0.1	-1	28	-11	-0.6	16
COc1ccc2c(c1)C(NC(C)=O)C(=O)N2CCc1ccccc1 (stereo not given)	4	2	2	1.3	-3	7	3	0.9	7
COc1cccc(/C=C2/SC(=O)N(CC(=O)N3CCc4ccccc4C3)C2=O)c1OCC(=O)O	2	10	-44	-0.3	-2	39	-4	0.2	2
COc1ccc(C)cc1S(=O)(=O)n1ccnc1C	-5	7	5	-0.8	0	3	12	-1.1	25
